# Assay outcomes (PubChem BioAssay)
# NPY Y1 blocker: blocks the human neuropeptide Y Y1 receptor. inhibition, % at 3.6 µM. HEK293-CNG Y1 cells, membrane potential fluorescence; NPY at EC95, then isoproterenol. P25929. actives 1% (n = 200,000);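 active = inhibition above the campaign mean inhibition of all tested compounds plus 3 SD, cut at about 20% in these data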;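 note: 0% = DMSO wells given NPY plus isoproterenol and 100% = isoproterenol alone without NPY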
#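 Assay system: HEK293 cells with Y1 receptor plus CNG channel | Probe or stimulus: NPY (25 nM), isoproterenol (1 µM), Ro 20-1724 (25 µM) | Timing: Compound incubation 1 h at room temperature, readout 45 min post-stimulation | Measured by: Membrane-potential fluorescent dye readout | Benchmarks: High control isoproterenol alone, low control NPY with isoproterenol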
# NPY-Y2 PAM-ag: human NPY-Y2 potentiation or agonism, primary screen | actives 0.45% (n = 220,000) | P49146 | cells expressing NPY-Y2, potentiator/agonist read-out | activation, % at 3.6 µM | AID 1359; in the data active = activation above about 27%;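 note: cells stimulated with NPY near EC25 plus isoproterenol at EC100; 0% = vehicle plus submaximal agonist and 100% = vehicle plus saturating agonist; some results beyond the cut were filed as inactive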
# Runt-CBFb FRET: inhibitors of human RUNX1 Runt domain binding to CBFb; Q01196+Q13951; Cerulean-Runt/Venus-CBFb FRET ratio 530/480, 1 h; inhibition, % at 20 µM; actives 0.46% (n = 220,000); AID 1496;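 active = inhibition over about 50% at 20 µM in the single-dose screen, limit read from the data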;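 note: 0% = DMSO wells and 100% = excess unlabeled CBFb competitor control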
# Target sequence (Q01196 whole entry, looked up, the tested form may be a part): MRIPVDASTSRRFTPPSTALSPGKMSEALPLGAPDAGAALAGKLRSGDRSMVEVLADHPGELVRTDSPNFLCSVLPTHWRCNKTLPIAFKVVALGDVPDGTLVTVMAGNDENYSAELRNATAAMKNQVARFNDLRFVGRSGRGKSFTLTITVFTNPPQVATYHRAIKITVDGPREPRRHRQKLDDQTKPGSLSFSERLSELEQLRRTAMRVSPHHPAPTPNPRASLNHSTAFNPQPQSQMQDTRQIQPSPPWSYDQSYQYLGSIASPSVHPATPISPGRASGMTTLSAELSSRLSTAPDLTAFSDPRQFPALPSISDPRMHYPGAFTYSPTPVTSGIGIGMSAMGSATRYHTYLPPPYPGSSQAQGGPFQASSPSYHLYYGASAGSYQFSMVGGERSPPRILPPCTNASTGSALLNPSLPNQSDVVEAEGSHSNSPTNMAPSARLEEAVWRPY
# Target sequence (Q13951 whole entry, looked up, the tested form may be a part): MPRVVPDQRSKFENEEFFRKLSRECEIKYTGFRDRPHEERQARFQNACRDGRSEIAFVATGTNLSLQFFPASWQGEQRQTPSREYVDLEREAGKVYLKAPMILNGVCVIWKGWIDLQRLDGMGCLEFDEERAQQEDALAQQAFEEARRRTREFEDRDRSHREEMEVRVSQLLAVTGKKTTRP
#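 System: Cerulean-labeled Runt domain protein | Quantity: 100 nM of each labeled protein | Schedule: 1 h compound exposure, room temperature | Detection: Fluorescence energy transfer, 422 nm excitation, 530/480 nm emission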
# p97 inhibitor: blocks human p97 ATPase activity; inhibition, % at 8 µM; P55072; actives 0.42% (n = 220,000); recombinant p97 ATPase, Kinase-Glo ATP luminescence, 3 h; in the data active = inhibition above about 15%;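 note: 0% = DMSO vehicle and 100% = wells lacking enzyme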
# Hck-Nef inh: blocks Nef-activated human Hck kinase | P08631 | Recombinant Hck-YEEI plus Nef, Z-Lyte FRET kinase assay | inhibition, % at 20 µM | actives 0.68% (n = 220,000) | AID 463187;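 active = Hck-Nef kinase inhibition above about 50%, limit read from the data; inactive = inhibition below that limit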;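 note: 0% = DMSO with Hck plus Nef and 100% = Hck alone without Nef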
# RBBP9 inh: blocks human serine hydrolase RBBP9. O75884. recombinant RBBP9, FP-Rh probe fluorescence polarization. inhibition, % at 7.94 µM. actives 0.2% (n = 220,000);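 active = inhibition above the campaign mean of all tested compounds plus 3 SD, cut at about 14% in these data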;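 note: plate controls were DMSO wells with RBBP9 for no effect and wells lacking RBBP9 protein for full effect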
# Target sequence (O75884 whole entry, looked up): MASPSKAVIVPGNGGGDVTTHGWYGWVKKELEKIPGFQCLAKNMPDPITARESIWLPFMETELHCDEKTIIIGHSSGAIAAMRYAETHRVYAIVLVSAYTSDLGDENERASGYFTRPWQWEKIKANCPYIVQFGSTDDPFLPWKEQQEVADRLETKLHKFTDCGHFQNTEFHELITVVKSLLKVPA
#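 Assay system: recombinant human RBBP9; Reagent: Serine-hydrolase probe FP-Rh, 375 nM pre-mixing; Doses: 7.94 µM single dose, 0.794% DMSO; Incubation: 30 min then 45 min, 25 °C; Detection: fluorescence polarization (mP), excitation 525 nm, emission 598 nm; Evaluation: percent inhibition from mP, scaled between DMSO and no-protein wells.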
# Runt-SMMHC FRET: inhibitors of human RUNX1 Runt domain binding to CBFb-SMMHC. AID 1434. Q01196+Q13951. inhibition, % at 20 µM. actives 0.74% (n = 220,000). Cerulean-Runt/Venus-CBFb-SMMHC FRET ratio 530/480, 1 h;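 active = mean inhibition across duplicate retests at 20 µM reaching about 50%, limit read from the data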;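 note: 0% = DMSO wells and 100% = wells with excess untagged CBFb-SMMHC; inhibitors lower the FRET ratio by blocking Runt binding to CBFb-SMMHC; some results filed as inactive read as strong as hits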
# NPY-Y1 PAM-ag: potentiators or agonists of human neuropeptide Y receptor Y1; P25929; NPY-Y1 expressing cells, potentiator/agonist activation; activation, % at 3.6 µM; actives 0.37% (n = 220,000); in the data active = activation above about 33%, passing the limit was not always enough;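 note: cells stimulated with NPY at EC10 then isoproterenol at EC100; 0% = low agonist plus stimulus and 100% = saturating agonist plus stimulus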
# MDM2 E3 inh: Mdm2 E3 ligase (human) inhibition | Q00987 | cell-based MDM2 ubiquitination luciferase reporter, 2 h; 0 = plate control, 100 = twice control, blank-subtracted | signal enhancement, % at 5 µM | actives 0.11% (n = 210,000);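 active = signal enhancement of 30% or more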;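 note: luminescence tracks abundance of the self-degrading MDM2-luciferase fusion protein; higher signal means inhibition of MDM2 E3 ligase activity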
#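 Timing – 2 h compound exposure at 37 °C · Assay system – mammalian cells stably expressing self-ubiquitinating, self-degrading MDM2 E3–luciferase fusion · Amount – 2000 cells seeded into each well · Measure – % luminescence enhancement versus blank-corrected plate control mean · Measured by – SteadyLite luminescence, 15 min reagent step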
# An asterisk follows results filed as active; nt = not tested or not shown.
SMILES,NPY Y1 blocker,NPY-Y2 PAM-ag,Runt-CBFb FRET,p97 inhibitor,Hck-Nef inh,RBBP9 inh,Runt-SMMHC FRET,NPY-Y1 PAM-ag,MDM2 E3 inh
CC(C#N)On1c(SC(C)C#N)nc2ccccc2c1=O (stereo unspecified),3.4,-6.4,0.0,8.8,0.3,-5.1,-4.6,-1.3,-6.4
COc1ccccc1N1CCN(C(=O)/C=C/c2c(Cl)nc3ccccn23)CC1,4.6,-14.8,-0.9,-1.9,2.1,3.3,-0.1,2.5,1.1
CC1CC(=O)Nc2ccccc2N1C(=O)Nc1ccc(F)cc1 (stereo unspecified),nt,2.9,0.0,-0.9,-8.7,-7.0,0.1,-10.1,-9.7
COc1ccc(C(=O)/C=C2/c3ccccc3CC(C)(C)N2C)cc1OC,-0.9,8.1,0.3,0.0,0.9,-7.5,-2.8,1.4,-0.5
COCCCNC(=O)c1ccc(CS(=O)(=O)c2ccc(Br)cc2)o1,-3.5,-2.5,0.7,-1.7,2.5,-7.5,-4.6,-2.6,-14.4
Cc1cc(NC(=O)c2ccccc2Cl)c(C(C)C)cc1O,-1.7,14.7,-5.9,2.3,2.3,-7.6,-1.1,15.5,-6.7
O=C(/C=C/c1ccc2c(c1)OCO2)Nc1nc2ccc(F)cc2s1,nt,-18.3,-1.0,3.5,36.6,7.8,-1.4,-0.2,nt
Cc1ccc2cc(/C=N/NC(=O)CN3CCOCC3)c(Cl)nc2c1,-0.8,-1.4,2.3,-1.9,1.7,-7.5,2.9,6.7,7.7
Cc1ccc(N(C(=O)CNC(=O)c2ccco2)C(C(=O)NCC2CCCO2)c2ccccc2)cc1 (stereo unspecified),-3.4,-0.8,-1.0,4.1,-8.0,2.2,1.3,4.7,-10.3
Cc1cccc(N2CCN(C(=O)c3ccncc3)CC2C)c1 (stereo unspecified),-3.9,2.3,2.1,0.9,3.0,-2.4,2.7,10.9,-13.4
O=P(O)(O)c1ccccc1OCCOCCOCCOCCOc1ccccc1P(=O)(O)O,4.2,-0.6,nt,0.1,-6.5,-11.2,1.6,10.9,0.3
CC(=O)NC(CC(=O)Nc1nccs1)c1ccccc1 (stereo unspecified),nt,7.5,0.0,10.7,3.5,5.1,-8.0,18.5,-13.3
CN(C)CCCCNCCCNC(=O)/C=N\O,5.4,14.2,0.6,6.7,-2.1,6.1,0.4,-14.3,19.3
COc1ccccc1C(=O)NNC(=O)C(=O)NC(C)C,1.4,-4.4,nt,4.6,59.3*,-6.2,nt,2.6,-2.9
CCCn1c(O)c(CN2CCCC(C)C2)c(C)c(C#N)c1=O (stereo unspecified),-1.4,-2.1,-1.3,3.1,1.1,0.3,-12.5,15.5,-10.8
COc1cc(OC)cc(C(=O)N/N=C/c2ccc(OC)c(COc3ccc(F)cc3)c2)c1,60.6*,-79.6,-0.7,2.8,-0.7,-30.8,4.1,-52.9,-2.7
Cc1cc(C)cc(SCc2noc(C(=O)NC(C)C)c2C(=O)O)c1,12.1,-26.8,-2.3,-2.4,0.7,-4.5,-0.6,-27.1,-11.4
CC1CCc2sc3ncnc(N4CCOCC4)c3c2C1 (stereo unspecified),-4.0,-3.8,-0.9,0.5,8.3,-2.5,2.6,-5.9,-16.3
Cc1c(-c2ccc(Br)cc2)[n+](=O)c2c(n1[O-])CCCCC2,nt,-16.2,-0.2,4.3,-0.4,3.0,-3.6,10.9,-8.7
O=C(COc1ccc2ccccc2c1)N/N=C/c1ccccn1,3.8,15.4,-0.7,0.3,17.2,-5.8,-0.6,11.9,-3.1
Cc1ccc(S(=O)(=O)NC(=O)Nc2cc(C)ccc2F)cc1,-1.4,15.0,13.1,3.4,2.8,-5.8,0.7,-10.5,-11.1
CC(C)N(c1nnc(N)s1)C(C)C,-4.2,-19.0,-3.3,-5.1,-1.6,-6.5,1.7,-3.8,nt
CCCCn1c(SCC(=O)Nc2cc(C)on2)nc2ccsc2c1=O,-0.7,-2.4,0.1,-4.0,-0.1,-6.9,1.4,-6.1,-6.1
Cc1ccccc1NC(=S)N1CCCC(c2nc3ccccc3[nH]2)C1 (stereo unspecified),1.9,-13.1,2.3,-1.1,24.5,-7.0,0.4,-2.6,-3.4
O=c1c2ccccc2nc(SCc2ccncc2)n1CC1CCCO1 (stereo unspecified),3.5,-8.2,-0.5,1.3,25.4,-5.3,-0.1,-4.7,0.9
Cn1c(=O)cc(OCC(=O)Nc2ccccn2)c2ccccc21,-2.5,-1.1,-0.9,-1.7,-0.6,-2.8,-0.7,-2.7,-10.0
Cc1onc(-c2ccccc2)c1CNC(=O)Nc1ccc(F)cc1F,nt,7.3,-1.1,-0.7,0.5,-11.1,-3.5,-15.7,-6.9
CCOc1ccc(-n2c(SCC(=O)NCc3ccco3)nc3c(c2=O)SCC3)cc1,-1.5,10.8,7.0,3.0,-6.8,-1.2,4.1,24.9,3.5
Cc1nc(SCC(=O)c2cccc([N+](=O)[O-])c2)n[nH]1,0.3,-5.2,9.7,0.8,-0.6,-5.1,5.0,-6.3,10.8
O=C(COC(=O)c1ccccc1Nc1ccccc1)c1ccccc1,6.8,-17.7,-4.7,1.2,-0.2,-8.0,-3.5,-28.8,-15.8
Fc1ccc(OCCCCN2CCOCC2)cc1,3.1,-16.3,nt,-4.7,-14.4,-1.9,-1.2,-19.8,-11.6
O=C(O)c1cccc(Nc2ncnc3c2cnn3-c2ccccc2)c1,-1.5,10.6,3.2,7.0,2.5,3.2,1.5,10.4,-25.4
NS(=O)(=O)c1ccc(NC(=O)c2cccc(Cl)c2)cc1,nt,8.3,-3.0,4.5,-2.2,-3.9,0.3,0.5,6.0
O=C(NCCc1ccc2c(c1)OCCO2)c1ccc(F)cc1,5.2,-4.4,1.0,4.9,5.0,-5.1,-2.6,7.2,-17.8
CCOC(=O)Cn1cnc([N+](=O)[O-])n1,3.2,-5.3,1.6,1.1,3.3,5.5,-1.0,7.2,-2.2
CCCCC1OC23CCCCC2C(C#N)(C(=N)O3)C1(C#N)C#N (stereo unspecified),-1.3,-1.3,19.1,-8.3,1.2,-15.7,32.2,7.1,nt

# One compound at a time, from the list above. Order of screens: NPY Y1 blocker, NPY-Y2 PAM-ag, Runt-CBFb FRET, p97 inhibitor, Hck-Nef inh, RBBP9 inh, Runt-SMMHC FRET, NPY-Y1 PAM-ag, MDM2 E3 inh
# Shown for Fc1ccc(OCCCCN2CCOCC2)cc1 → 3.1, -16.3, nt, -4.7, -14.4, -1.9, -1.2, -19.8, -11.6
# Shown for CCOc1ccc(-n2c(SCC(=O)NCc3ccco3)nc3c(c2=O)SCC3)cc1 → -1.5, 10.8, 7.0, 3.0, -6.8, -1.2, 4.1, 24.9, 3.5

# Going on with the list:
SMILES,NPY Y1 blocker,NPY-Y2 PAM-ag,Runt-CBFb FRET,p97 inhibitor,Hck-Nef inh,RBBP9 inh,Runt-SMMHC FRET,NPY-Y1 PAM-ag,MDM2 E3 inh
COc1ccc(Cc2nnc(N/N=C/c3ccc(Br)cc3)[nH]c2=O)cc1OC,nt,-3.9,-4.1,0.3,19.2,-7.7,1.9,-27.0,0.0
CN(C)S(=O)(=O)c1ccc(NC(=O)c2cc3ccccc3o2)cc1,-0.5,9.5,-2.2,-0.4,4.4,6.3,0.9,3.2,-12.5
COc1ccccc1/C=C/C(=O)NCC(=O)N/N=C/c1cccnc1,0.4,11.1,-0.4,-0.8,2.9,-8.2,1.1,-9.5,-12.7
O=C(NCc1cccs1)c1ccc(Br)o1,-1.3,-3.5,0.3,2.3,2.6,-8.8,-5.4,5.5,10.6
COc1cc(S(=O)(=O)NC2CCCCC2C)ccc1Cl (stereo unspecified),-6.2,12.7,-2.5,5.1,5.7,-4.3,-11.4,0.7,2.0
Clc1ccc2nncn2n1,5.0,7.0,0.6,5.8,12.3,-5.7,-3.0,14.4,-3.6
COc1ccc2cc(C#N)c(N3CCN(Cc4nnnn4CCC(C)C)CC3)nc2c1,-1.2,-17.9,-3.9,3.0,0.5,-1.1,0.1,-16.7,-8.8
COc1cc(C)c(C)cc1S(=O)(=O)N1CCCCC1c1cccnc1 (stereo unspecified),0.3,4.1,-0.7,-0.2,4.9,-1.6,-1.9,21.4,1.8
O=C(CSc1nnc(-c2cccc(F)c2)o1)Nc1nncs1,2.3,-10.4,0.4,2.5,25.2,3.7,1.8,-36.6,-82.9
COc1ccccc1NC(=O)Nc1cc(F)ccc1F,6.3,8.1,-0.4,2.4,-1.7,-6.5,1.1,-6.9,-14.3
COc1ccc(NC(=O)NC(=O)c2cc(OCC(F)(F)F)ccc2OCC(F)(F)F)cc1,nt,3.2,-3.5,0.3,4.5,-10.5,-1.6,-17.2,-16.2
C[N+](C)(CC#Cc1ccccc1)CC(=O)c1ccc(Cl)cc1,-2.2,-10.0,-0.8,-1.6,-2.5,-5.3,5.7,0.7,-0.5
C/C(=N/NC(=O)CCC(=O)Nc1cccc(Cl)c1)c1ccc(C)cc1,3.7,-1.8,-1.1,-6.4,1.3,-7.2,-2.2,-5.8,0.4
CC1(C)Cc2ccccc2C(/C(C#N)=N/O)=N1,2.2,-5.9,0.3,-6.0,5.9,-9.8,-2.9,0.0,-14.1
Cn1c(C(=O)NCCN2CCN(c3ccccc3F)CC2)cc2c(=O)n(C)c3ccccc3c21,-0.4,-1.7,-8.3,1.1,2.2,-4.2,-3.9,-8.8,-6.2
NNC(=O)Cc1cn(-c2ncc(C(F)(F)F)cc2Cl)c2ccccc12,1.8,-2.8,-0.7,-1.4,-2.3,-11.3,-0.4,-5.2,-16.3
Cc1c(NC(=O)COC(=O)c2cc(-c3cccc4ccccc34)nc3ccccc23)c(=O)n(-c2ccccc2)n1C,-1.0,-9.8,-19.3,2.0,0.2,-7.3,-33.3,-2.6,-12.3
O=C(CCS(=O)(=O)c1ccc(Br)s1)NC1CCCC1,1.5,-9.6,-0.2,-3.2,-0.4,0.8,-1.3,3.4,-0.8
CCC(=O)Nc1sc2c(c1C(N)=O)CCN(C(C)=O)C2,3.8,0.8,nt,1.1,6.1,-5.1,-2.7,-2.0,-27.4
CCCCn1c(N)c(Sc2ccccc2)c(=O)[nH]c1=O,-0.4,2.1,0.1,5.1,-2.2,-1.1,0.4,-13.2,-19.1
O=C(C1CC1)N1CCC(c2nc(-c3ccc(S(=O)(=O)NCC4CCCO4)cc3)no2)CC1 (stereo unspecified),-7.7,22.7,1.1,1.3,1.6,0.6,-1.4,-2.5,-8.3
COc1ccc(OC)c(S(=O)(=O)N2CCC(C(=O)Nc3ccccc3)CC2)c1,0.3,-3.9,nt,5.7,17.6,9.1,nt,-2.9,-18.6
